LDHA inh: blocks human lactate dehydrogenase A; activity change, % (values are at about 110 or 230 µM); hit rate 0.15% among 480,000; purified LDHA, NADH/diaphorase-resazurin fluorescence; hits give low values; P00338; in the data active = activity change below about -30%; inconclusive = mostly about -25% to -30%;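 note: plate controls were DMSO wells for no effect and wells without enzyme for full effect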
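Human LDH5 (2 nM) was incubated with 0.06 mM NADH and 0.2 mM pyruvate for 5 min at room temperature in Tris pH 7.4. Remaining NADH was coupled through diaphorase/resazurin, and resorufin fluorescence was read at 0 and 20 min.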
* marks the source's active call; other numbers are inactive results; ? = inconclusive. This is a subset; rates above refer to the full screens.

SMILES	LDHA inh
COc1ccc(N=C2NN=C(c3cc(C)n(CC4CCCO4)c3C)CS2)cc1 (stereo not drawn)	-1
CCNc1ccc(S(=O)(=O)N2CCOCC2)cc1NC(=O)Cc1c[nH]c2ccccc12	7
CN(Cc1ccc(F)cc1)C(=O)Cn1nc(C(N)=O)c2ccccc2c1=O	1
CC(C)NC(=O)COC(=O)c1ccccc1OCC(=O)Nc1ccc(Br)cc1	9
Cc1ccc(CNC(=O)Nc2ccccc2Cl)cc1	3
CC(C)(C)NC(=O)CSc1ncnc2ccccc12	-7
CCc1nnc(SCC(=O)Nc2ccccc2OC)n1-n1cccc1	-8
COc1ccc(C)cc1C(=O)NCCc1c[nH]c2ccccc12	-4
Cc1ccc(NC(=O)c2cnc(N3CCCCC3)c3ccccc23)cc1	7
Cc1cc(CNC(=O)Cn2c(=O)c3c(ncn3C)n(C)c2=O)ccc1F	-2
O=C(N/N=C(/c1ccccc1)c1cccnc1)c1cccs1	-1
CCCN(C)C1CN(Cc2cn(Cc3ccc(F)cc3)nn2)S(=O)(=O)C1 (stereo not drawn)	-5
O=C(NCC(F)(F)F)C1CCN(C(=O)c2ccc(Br)cc2)CC1	-3
COC(=O)C(=O)CC(=O)c1ccc(N2CCOCC2)cc1	12
CC(C)C[C@H]1CN(CCCC[C@@H]2CNC(=O)C(=O)N2CCc2ccccc2)C(=O)C(=O)N1CCc1ccc(O)cc1	-9

Pulled by compound from the list above:
SMILES	LDHA inh
Cc1ccc(NC(=O)c2cnc(N3CCCCC3)c3ccccc23)cc1	7
O=C(N/N=C(/c1ccccc1)c1cccnc1)c1cccs1	-1
Cc1cc(CNC(=O)Cn2c(=O)c3c(ncn3C)n(C)c2=O)ccc1F	-2
CCc1nnc(SCC(=O)Nc2ccccc2OC)n1-n1cccc1	-8
Cc1ccc(CNC(=O)Nc2ccccc2Cl)cc1	3
CC(C)NC(=O)COC(=O)c1ccccc1OCC(=O)Nc1ccc(Br)cc1	9

Following part
SMILES	LDHA inh
CCCS(=O)(=O)Nc1ccc2c(c1)CC(=O)N2CC	1
CCOc1cccc2cc(S(=O)(=O)c3ccc(Cl)cc3)c(=O)oc12	23
CCCCCCCn1c(SCC(=O)c2ccccc2)nc2c1c(=O)[nH]c(=O)n2C	9
CC(=O)Nc1sc2c(c1-c1cc3ccccc3s1)CCNC2	15
Cc1cc(C)cc(NC(=O)C(C)Sc2ccccc2)c1 (stereo not drawn)	-13
O=S(=O)(c1ccc(Br)s1)N1CCOc2ccc(COCc3ccccc3)cc2C1	9
O=C(Nc1ccc(-c2nnc3n2CCCCC3)cc1)c1n[nH]c(=O)c2ccccc12	3
Cc1ccc(C(=O)OCC(=O)c2cccs2)cc1O	3
O=C(CCCCC(=O)NNC(=S)NC1CC1)NNC(=S)NC1CC1	-2
CCOC(=O)c1noc2ncn(Cc3nc(-c4cccc(OC)c4OC)oc3C)c(=O)c12	-14
Cc1[nH]c2ccccc2c1C(=O)CSc1ccc2c(c1)OCCCO2	5
CC(=O)Nc1ccc(-c2csc(Nc3ccccc3)n2)cc1	1
CCN(Cc1cc2ccccc2[nH]c1=O)C(=O)c1cccc(Cl)c1	-3
COc1ccc(Cc2nnc(Nc3ccccc3)[nH]c2=O)cc1OC	3
CCN(c1ccc(NC(=O)c2cnc3ccccc3n2)cc1)C(C)C	10
CN1CCN(C(=O)Cn2ccc3c(Br)cccc32)CC1	-4
Cc1ccc(NC(=O)CSc2ccccc2C(=O)Nc2ccc3c(c2)OCCCO3)cc1	?
O=C(COc1ccc(-c2ccccc2)cc1Cl)c1ccc[nH]1	6
C=CCNS(=O)(=O)c1ccc(C(=O)O)cc1	-2
CC(CNC(=O)Cn1ncc2ccccc2c1=O)c1ccccc1 (stereo not drawn)	-13
Cc1nc2cc(NC(C)C(=O)Nc3ccccc3C(F)(F)F)ccc2o1 (stereo not drawn)	3
COc1ccc2cnn(CC(=O)Nc3cccc(Br)c3)c(=O)c2c1OC	-3
COc1ccc(C2=CC(c3ccc(Cl)cc3)n3nnnc3N2)c(OC)c1 (stereo not drawn)	-3
Cc1nc2nc(NCc3ccc(Cl)cc3)[nH]n2c(=O)c1CCC(=O)Nc1ccc2ccccc2c1	0
O=C(Cc1ccccc1)Nc1ccc2oc(-c3cccc(Cl)c3)nc2c1	-3
NC(=O)C(=O)Nc1ccccc1C(=O)NCc1cccnc1	-2
COC(=O)c1cc(C(C)C)sc1NC(=O)Cc1c(Cl)cccc1Cl	9
Cc1ccc(S(=O)(=O)CCC(=O)OCC(=O)NC2CCCC2)cc1	-5
COc1ccc(OCCOC(=O)c2[nH]c3c(c2C)C(=O)CCC3)cc1	4
Cc1cc(C)c(O)c(NC(=O)Cc2nn(C)c(=O)c3ccccc23)c1	-1
Cc1ccccc1-c1cc(C(=O)NC2CCCCCC2)c2cccc(Cl)c2n1	-2
Cc1ccc(C(CNC(=O)c2cc(=O)c3cc(C)c(C)cc3o2)N2CCCCC2)o1 (stereo not drawn)	6
CC(C)(C)C(=O)c1c(N)[nH]c(C(=O)c2ccccc2)c1-c1ccc(Cl)cc1Cl	7
CC(C)c1cccc(NC(=O)c2cccc(CS(C)=O)c2)c1 (stereo not drawn)	0
O=C(Nc1cccc(-c2nc3ccccc3o2)c1)c1ccc(Br)o1	4
O=C(NCc1ccccc1)C1C(=O)Nc2ccccc2C(=O)N1c1ccc2c(c1)OCCO2 (stereo not drawn)	-2
O=C(CSc1nncn1-c1ccccc1)Nc1cccc(S(=O)(=O)N2CCCC2)c1	8
COc1ccccc1-c1coc2cc(OCc3ccc(C)cc3)ccc2c1=O	11
Cc1cc(NC(=O)CN2CCN(C(=O)c3ccc(C)c(F)c3)CC2)no1	-5
N#CC(C#N)=Cc1cccn1-c1ccc2ccccc2c1	26
CCNCC(=O)OCC	-4
c1cn(CCCNCC2CCCCC2)cn1	-6
O=S(=O)(c1ccc(Br)cc1)N1CCN(c2ccc(Nc3ccccc3)nn2)CC1	1
CCCc1nc(SC)ncc1C(=O)Nc1ccc(C)cc1Cl	-6
OCCNc1nc(-c2ccsc2)nc2ccccc12	-4
O=C(CSc1nc(C2CC2)n(-c2ccccc2)n1)N1CCN(c2ccc(F)cc2)CC1	-4
CC1=C(C)CC(C(=O)N2CCc3ccccc3C2)C(C(=O)O)C1 (stereo not drawn)	-5
Cc1ccc(NC(=O)c2nn(Cc3ccccc3)c(=O)c3ccccc23)cc1S(=O)(=O)N(C)C	9
CC(=O)c1ccc(NC(=O)C(c2ccccc2)c2ccccc2)cc1	-2
COC(=O)[C@]12CCCCC=C1N(Cc1ccc(Cl)cc1Cl)C(=O)[C@H](CC(=O)NCCCN1CCCC1=O)C2	1
Clc1ccc(-c2onc3ccc(C4OCCO4)cc23)cc1	-5
CCN(CC)CCNC(=O)c1nc(-c2ccc3[nH]ccc3c2)no1	-13
O=C(Cn1cnc2ccccc2c1=O)OCC(=O)c1ccc2c(c1)OCO2	0
CCCn1nc(C(=O)Nc2ccc(OCC(=O)N(C)C)cc2)c2ccccc2c1=O	9
Cc1oc(-c2cccs2)nc1CC(=O)Nc1ccc(F)cc1Cl	5
COc1ccccc1CNC(=O)CSC1=NC2(CCCCC2)N=C1c1cccs1	18
Cc1cc(C)cc(C(=O)C(C#N)C(=O)NC2CCCCC2)c1 (stereo not drawn)	-3
Cc1cccc(C(=O)N2CCN(c3oc(-c4ccco4)nc3C#N)CC2)c1	-3
COc1ccccc1OCC(=O)N(C)Cc1nc(-c2cccc(C)c2)no1	19
Cc1ccc2nc(-c3ccccc3)cc(C(=O)NCC(=O)NC3CC3)c2c1	0

(listing goes on)
SMILES	LDHA inh
COc1cc2c(cc1OC)-c1nnc(-c3cccnc3)n1C(C)(C)C2	-1
COc1ccc(NC(=O)c2ncoc2-c2ccc(OC)c(OC)c2)c(OC)c1	0
CCC(=O)Nc1ccc2c3c(cccc13)CC2	-5
COc1ccc2c(C)c(CCC(=O)Nc3ccc(OC)c(OC)c3)c(=O)oc2c1	4
Cc1ccc(Nc2cc(C(=O)NC3CCC(C)CC3)c3ccccc3n2)cc1C (stereo not drawn)	2
O=C(NCC(O)c1ccc(F)c(F)c1)Nc1cccc(Cl)c1Cl (stereo not drawn)	8
CCC(CO)Nc1nc2c(c(=O)n(Cc3ccc(F)cc3)c(=O)n2C)n1C (stereo not drawn)	-3
O=C(NCC(c1ccco1)N1CCCCC1)c1cc2ccccc2oc1=O (stereo not drawn)	-5
Cc1nn(CC(O)c2ccc(F)cc2F)c(=O)c2ccccc12 (stereo not drawn)	-24
CCOc1ccc(NC(=O)CSc2nnc3c(n2)[nH]c2ccc(S(=O)(=O)N4CCOCC4)cc23)cc1	7
Cc1oc(-c2cccs2)nc1CC(=O)N1CCC(C(=O)NCc2ccccc2)CC1	-24
O=C(NC(c1ccccc1)c1ccccc1)c1cccs1	-18
COc1cccc(CN(C)CC(=O)Nc2cc(C)nn2-c2ccccc2)c1	-11
COC(=O)c1ccc2oc(=O)c(S(=O)(=O)c3ccccc3)cc2c1	-2
N#Cc1ccc(N2CCC(C(=O)Nc3cn[nH]c3)CC2)nc1	9

Grouped by structure, the entries above with two or more sulfur atoms.
SMILES	LDHA inh
CC(=O)Nc1sc2c(c1-c1cc3ccccc3s1)CCNC2	15
O=S(=O)(c1ccc(Br)s1)N1CCOc2ccc(COCc3ccccc3)cc2C1	9
O=C(CCCCC(=O)NNC(=S)NC1CC1)NNC(=S)NC1CC1	-2
O=C(CSc1nncn1-c1ccccc1)Nc1cccc(S(=O)(=O)N2CCCC2)c1	8
COc1ccccc1CNC(=O)CSC1=NC2(CCCCC2)N=C1c1cccs1	18
CCOc1ccc(NC(=O)CSc2nnc3c(n2)[nH]c2ccc(S(=O)(=O)N4CCOCC4)cc23)cc1	7

(more compounds)
SMILES	LDHA inh
Cc1c(C)n(CCCN(C)C)c2ncn3nc(-c4ccccn4)nc3c12	10
CC1CCC(=NNC(=S)NCc2ccccc2)CC1 (stereo not drawn)	-12
Cc1ccccc1C(=O)Nc1ccc2nc(N3CCN(C4CCCCC4)CC3)cc(C(=O)O)c2c1	32
CC(=O)[C@H]1CC[C@@H](c2ccccc2)N(S(=O)(=O)c2ccc(C)cc2)C1	0
Cc1ccc(C(C)NC(=O)CCc2nc(C(C)C)no2)o1 (stereo not drawn)	10
Cc1cc(C)cc(Nc2nc3ccccc3nc2NS(=O)(=O)c2ccccc2)c1	-10
CCn1c(C)c(C(C)=O)c2cc(OCC(O)CN3CCN(CCO)CC3)ccc21 (stereo not drawn)	6
CCOc1cc(N)ccc1OC(F)F	5
CCc1ccccc1-n1c(N)c(C(=O)OC)sc1=S	10
O=C(O)/C(=C\c1ccc(F)cc1)NC(=O)c1ccco1	-21
Cc1ccc(-n2nnc(-c3nc(-c4ccccc4Cl)no3)c2C)cc1F	-1
O=C(CSc1nc(C(F)(F)F)nc2ccccc12)Nc1ccc(O)cc1	-3
CSc1ccc(CN(C)C(=O)Cn2c(=O)n(C)c3ccccc32)cc1	6
CC(=O)c1ccc(NC(=O)c2ccccc2-c2ccccc2)cc1	-6
O=C(NCc1coc(-c2cccs2)n1)c1cc2ccccc2cc1O	1
CCC(=O)Nc1ccc2c(c1)OC[C@@H](C)N(C(=O)c1ccccn1)C[C@@H](C)[C@@H](OC)CN(C)C2=O	5
Cc1nc2ccc(C(=O)NCCCN3CCOCC3)cc2nc1C	0
COC(=O)c1[nH]c2ccc(F)cc2c1NC(=O)CCN1CCCC(C)(C)C1	-1
CCCCCCCCCCOc1ccc(C(=O)Oc2ccc(Cl)cc2Cc2ccccc2)cc1	4
CC(C)NC(=O)CN1CCCN(C(=O)c2cc3ccccc3n2C)CC1	-3
CSc1ccccc1NC(=O)CSc1cc(C)c2ccccc2n1	-6
O=C1CSc2ccc(C(=O)NCCc3ccccc3)cc2N1	2
Cc1cc(OCc2nnc(SC(=O)C3CC3)n2C)cc(C)c1Cl	-1
Cc1cccc(C(=O)NCCCN(C)CC(F)(F)F)n1	-31*
Cc1ccc(-c2cc(C(=O)NC3CCCCC3)c3ccccc3n2)cc1	0
CCCCc1c(C)nc(N2CCN(c3ccccc3F)CC2)[nH]c1=O	1
CCCNC(=O)N(C)Cc1nc(-c2ccccc2)no1	8
C/C(=N\NC(N)=S)c1ccc2c3c(cccc13)CC2	-12
CC1=C(C(=O)N2CCCCCC2)CC(CC(=O)NCC2CCCCC2)C(=O)N1CCCN1CCCC1=O (stereo not drawn)	1
COc1ccc(C(CNC(=O)C2CCN(S(=O)(=O)c3ccc(C)cc3C)CC2)N(C)C)cc1 (stereo not drawn)	-2
COc1ccc(-c2c(C)c3cc(OS(C)(=O)=O)ccc3oc2=O)cc1	4
COc1ccc(-c2coc3cc(OCCN4CCCCC4)ccc3c2=O)cc1	-8
CN(C)C(=O)CN(C)c1nc(-c2ccccc2)c2ccccc2n1	11
COc1ccc(C(C)=O)cc1COc1ccccc1C#N	1
NNc1ccc(S(=O)(=O)Nc2ccccc2)cc1[N+](=O)[O-]	11
CCOc1c(Br)cc(C(=O)Nc2nnc(C3CC3)s2)cc1OC	4
CCC1CCCCN1C(=O)C1CC1 (stereo not drawn)	0
Cc1c(OCC(=O)C(C)(C)C)ccc2c3c(c(=O)oc12)CCC3	3
Cc1ccc(NC(=O)c2cc3c(s2)CCCCC3)c(C)c1	16
Cc1[nH]c2ccccc2c1C(C(=O)O)N1CCN(c2nsc3ccccc23)CC1 (stereo not drawn)	-18
COc1cccc(NC(=O)Cc2cnc(-n3cccc3)s2)c1	5
O=C(CCSc1nc2ccccc2s1)Nc1ccc(F)cc1	2
CN(C)S(=O)(=O)c1cccc(S(=O)(=O)Nc2cccc(C#N)c2)c1	3
CC(O)CNS(=O)(=O)c1cc(C(=O)O)ccc1Br (stereo not drawn)	-1

Shown in CSV form: entries from further up.
Compound,LDHA inh
CN(C)C(=O)CN(C)c1nc(-c2ccccc2)c2ccccc2n1,11
COc1ccc(C(C)=O)cc1COc1ccccc1C#N,1

Printed as active in LDHA inh, among the entries above:
SMILES	LDHA inh
Cc1cccc(C(=O)NCCCN(C)CC(F)(F)F)n1	-31*

High-throughput results: PubChem BioAssay, National Center for Advancing Translational Sciences (NCATS)
